Assay outcomes: PubChem BioAssay, several laboratories
IMP-1 inh: inhibitors of Pseudomonas aeruginosa IMP-1 metallo-beta-lactamase. purified IMP-1, nitrocefin hydrolysis, epi-absorbance fluorescence. inhibition, % at 5.6 µM. 290,000 compounds, 0.45% hits. AID 1556;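 active = inhibition above the mean plus 3 SD of all compounds in the same screening run, cut at about 4.5% in these data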;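 note: 0% = IMP-1 with DMSO and 100% = DMSO wells lacking enzyme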
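system = purified recombinant IMP-1 beta-lactamase | amount = 0.2 nM IMP-1, as dispensed | medium = HEPES buffer pH 7.1 with ZnSO4 and Brij 35 | times = 25 °C, 15 min preincubation, 25 min reaction | detection = plate fluorescence quenching by hydrolysis product, ex 480/em 530 nm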
DNA FID counter: displaces DNA intercalator in HCV helicase counter-screen; DNA fluorescent intercalator displacement, fluorescence; inhibition, % at 7.9 µM; 290,000 compounds, 0.17% hits; AID 1845; in the data active = inhibition above about 37%;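 note: 0% = vehicle and 100% = reference compound; higher means more ethidium bromide displaced from hairpin DNA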
MEKK3 PB1 HTS: modulators (inhibitors or enhancers) of MEK5 binding to human MEKK3 PB1 domain. Q99759. bead-based flow cytometry, Alexa488-MEK5 binding to MEKK3; actives lie on both sides; 0 = blocked by unlabeled MEK5, 100 = vehicle. binding response (% of control), % at 10 µM. 290,000 compounds, 1.4% hits;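 active = binding response more than 3 SD above or below the average of its plate-row segment, actives on both sides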;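 note: Alexa488 bead fluorescence after subtracting the streptavidin-only scavenger bead signal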
Target sequence (Q99759 whole entry, looked up, the tested form may be a part): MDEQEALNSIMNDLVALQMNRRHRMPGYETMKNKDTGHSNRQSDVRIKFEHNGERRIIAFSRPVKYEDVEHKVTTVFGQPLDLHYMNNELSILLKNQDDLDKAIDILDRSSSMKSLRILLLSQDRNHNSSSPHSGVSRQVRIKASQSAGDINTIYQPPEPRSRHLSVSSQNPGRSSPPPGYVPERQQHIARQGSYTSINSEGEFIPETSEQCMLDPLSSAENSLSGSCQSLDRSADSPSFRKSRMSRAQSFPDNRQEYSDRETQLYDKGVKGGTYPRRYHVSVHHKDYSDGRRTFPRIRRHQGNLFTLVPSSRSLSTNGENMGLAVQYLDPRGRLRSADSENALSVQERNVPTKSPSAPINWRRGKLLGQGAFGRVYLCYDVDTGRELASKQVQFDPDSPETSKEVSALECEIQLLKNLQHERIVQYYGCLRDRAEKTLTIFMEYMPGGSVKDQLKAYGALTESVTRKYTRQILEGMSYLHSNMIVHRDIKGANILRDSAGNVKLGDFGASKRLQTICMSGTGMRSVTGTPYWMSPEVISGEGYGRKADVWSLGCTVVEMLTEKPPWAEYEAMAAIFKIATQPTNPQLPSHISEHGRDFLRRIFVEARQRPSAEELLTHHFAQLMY
PHOSPHO1 inh: blocks human PHOSPHO1 phosphatase activity; Q8TCT1; recombinant PHOSPHO1, absorbance phosphatase assay; inhibition, % at 13.3 µM; 290,000 compounds, 1.1% hits; AID 1565; in the data active = inhibition above about 60%
Target sequence (Q8TCT1 whole entry, looked up): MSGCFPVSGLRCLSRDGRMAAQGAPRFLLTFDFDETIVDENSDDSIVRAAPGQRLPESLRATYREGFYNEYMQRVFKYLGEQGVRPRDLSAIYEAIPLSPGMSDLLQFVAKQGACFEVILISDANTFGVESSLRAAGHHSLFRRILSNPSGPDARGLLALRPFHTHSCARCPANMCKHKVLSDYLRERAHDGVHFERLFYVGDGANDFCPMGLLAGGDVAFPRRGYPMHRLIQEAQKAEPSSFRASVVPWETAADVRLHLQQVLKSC
VIM-2 inhibitor: inhibitors of Pseudomonas aeruginosa VIM-2 metallo-beta-lactamase; purified VIM-2, nitrocefin hydrolysis, epi-absorbance fluorescence; inhibition, % at 5.6 µM; 290,000 compounds, 0.89% hits;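 active = inhibition above the mean of all tested compounds plus 3 SD, cutoff set per screening run, cut at about 7.5% in these data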;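 note: red hydrolysis product quenches plate fluorescence so inhibitors raise well fluorescence; 0% = enzyme with DMSO and 100% = DMSO without enzyme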
UBC9 SUMO inh: blocks human SUMOylation mediated by UBC9; P63279; HTRF SUMOylation assay, SAE1/SAE2 + UBC9, in vitro; inhibition, % at 35 µM; 290,000 compounds, 0.36% hits; AID 2006; in the data active = inhibition above about 50%, passing the limit was not always enough; note: strong numbers were not always called active
Target sequence (P63279 whole entry, looked up): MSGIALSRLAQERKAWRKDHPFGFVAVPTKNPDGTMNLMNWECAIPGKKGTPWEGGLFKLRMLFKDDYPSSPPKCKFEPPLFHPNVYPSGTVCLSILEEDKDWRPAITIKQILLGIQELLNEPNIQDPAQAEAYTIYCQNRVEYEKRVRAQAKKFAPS
pCIP destab: p/CIP protein destabilization; Q05BA5; F442A p/CIP-EGFP cells, EGFP fluorescence, 16 h; decrease of EGFP signal, % at 10 µM; 290,000 compounds, 0.01% hits; AID 1984;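 active = EGFP signal decrease of at least 30% at 10 µM or well 3 SD below plate mean, unless failing retest; inactive = the rest, including hits failing retest or dose response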; note: some compounds called inactive have numbers as strong as hits; many of its hits are not listed in these tables
NS3 helicase inh: HCV NS3 helicase inhibition; NS3 helicase DNA unwinding, Cy5 molecular beacon fluorescence; inhibition, % at 10.9 µM; 290,000 compounds, 0.56% hits; AID 1800;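 active = inhibition above the mean of all tested compounds plus 3 SD, set per campaign, cut at about 35% in these data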;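 note: 0% = DMSO wells and 100% = thioflavine S control wells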
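Measured by: Cy5 fluorescence, 0 and 60 min reads / Assay system: NS3 helicase fragment of HCV / Control set: low DMSO, high thioflavine S at 110 µM / Times: 1 h reaction at 25 °C, ATP-initiated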
IDE cell activ: activators of human insulin-degrading enzyme in cells; activation, % at 5.96 µM; 340,000 compounds, 0.073% hits; HEK cells, FAbeta-B cleavage, fluorescence polarization; 0% vehicle, 100% cell-free pure enzyme wells; P14735;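 active = activation above the mean of all tested compounds plus 3 SD, set per screening campaign, cut at about 17% in these data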
An asterisk follows results filed as active; . = no result given. The list is partial. The share of hits here may be higher or lower than overall.

Values run as follows: MEKK3 PB1 HTS, pCIP destab, PHOSPHO1 inh, VIM-2 inhibitor, IMP-1 inh, DNA FID counter, IDE cell activ, UBC9 SUMO inh, NS3 helicase inh
CN(C)S(=O)(=O)c1ccc(NC(=O)CCNC(=O)c2ccc([N+](=O)[O-])cc2)cc1
 : 97, 7, -152, 0.9, 1.5, 16, 3, -10, 0
O=c1ccc2cc3c4c(c2o1)CCCN4CCC3
 : 92, -26, 37, -2.3, -2.6, 1, 3, 27, 9
Cn1nc(C(F)(F)F)c(/C=N/OCc2c(Cl)cccc2Cl)c1Cl
 : 102, 3, 44, -9.9, -1.2, -3, -5, 1, -8
NC(=O)c1cc2nc(-c3ccco3)cc(C(F)(F)F)n2n1
 : 109, -2, -1, 5.5, -3.3, -6, 1, 19, 0
COc1ccc(NC(=S)NC(=O)CC(C)C)c(OC)c1
 : 96, -10, 13, -0.8, -0.7, -9, 8, 1, 7
CC(OC(=O)c1ccc2c(c1)S(=O)(=O)c1ccccc1C2=O)C(N)=O (stereo not given)
 : 101, -16, 23, 1.8, -1.4, 3, 3, 19, 0
CCCc1[nH]n(-c2nc3ccccc3s2)c(=O)c1C=NCC(C)C
 : 100, -3, 11, -3.3, -2.8, -19, 1, 10, 0
COc1ccc(N2CCN(CCCn3c(=S)[nH]c4ccccc4c3=O)CC2)cc1
 : 103, 4, 14, -1.9, -2.0, -1, -1, 2, 1
CC(C)NC(=O)c1ccccc1S(=O)c1ccccc1C#N (stereo not given)
 : 108, -4, 14, -2.8, -3.4, -3, 3, 25, -1
O=C(Cc1cccs1)N/N=C/c1ccccc1
 : 98, -2, -14, -5.3, -3.8, -12, ., 10, 0
CC1CCCC/C1=N/Nc1ccc([N+](=O)[O-])cc1[N+](=O)[O-] (stereo not given)
 : 107, -2, 14, -3.4, -4.4, 5, 6, 7, 3
CCC(C(=O)OC)n1cnc2c(oc3ccccc32)c1=O (stereo not given)
 : 101, -2, 1, -1.7, -1.7, -18, 6, 12, -6
COc1ccc(/C=C/C(=O)NCC(=O)n2nc(C)cc2C)cc1
 : 82, -6, 20, -1.6, -1.8, -8, ., 21, -7
NC(=O)c1nsc(C(=O)N(c2ccccc2)C(C(=O)NCC2CCCO2)c2cccs2)c1N (stereo not given)
 : 99, 11, 5, -5.3, -3.6, -16, -6, 5, 0
O=C(NCC(c1ccco1)N1CCOCC1)c1ccc([N+](=O)[O-])cc1 (stereo not given)
 : 96, -1, -20, 1.2, -0.7, 1, 1, 7, -9
CCOC(=O)Cc1csc(NC(=O)c2sc3nc4ccc(CC)cc4cc3c2N)n1
 : 101, -5, 28, -3.3, -2.7, -13, 1, 33, 25
CC1CCN(S(=O)(=O)c2ccc(NC(=O)CSc3ncccc3C(=O)O)cc2)CC1
 : 102, -28, -37, 1.9, -2.7, -33, 1, 17, 8
Cc1ccc(C(=O)NCCN2C3=NC[C@H](C)N3C[C@H]2Cc2ccc(O)cc2)cc1Br
 : 98, -5, 30, -0.1, -1.2, 9, -2, 26, -9
CCOc1ccc(OCCOc2ccc(/C=C/C(=O)O)cc2OCC)cc1
 : 95, -3, 32, -2.2, -3.2, -43, 3, 1, 27
CC(C)(C)OC(=O)COc1cc(OCC(=O)OC(C)(C)C)c2c(=O)cc(-c3ccccc3)oc2c1
 : 88, -17, 31, -5.6, -1.6, -43, 2, 26, -11
CCCSc1ccc(C(=O)Nc2ccc(Cl)cc2)cn1
 : 107, -10, 38, -3.0, -2.5, 1, -1, 16, 5
CN(C)c1ccc(/C=N/NC2=NS(=O)(=O)c3ccccc32)cc1
 : 101, -16, 44, -5.1, -4.1, -16, 2, 1, 40*
O=C(NCC(c1ccco1)N1CCCCC1)c1ccc2c(c1)S(=O)(=O)c1ccccc1C2=O (stereo not given)
 : 99, 7, 28, 3.7, 0.9, 14, 4, 33, 7
CCN(CC)S(=O)(=O)c1ccc(OC)c(NC(=O)Cn2cnc3c2c(=O)n(C)c(=O)n3C)c1
 : 95, -4, -16, 2.7, -0.8, -5, -5, -8, 5
Cc1ccc2c(c1)nnn2C1CCN(S(C)(=O)=O)CC1
 : 103, 2, -10, -5.3, -2.3, -7, 4, 4, -1
C=CCn1c(O)c(/C=C2\C=NN=C2c2ccccc2)sc1=S
 : 94, -9, 27, -1.2, -3.5, 0, 5, -12, 7
Cc1ccc(NC(=O)COC(=O)C2=COCCO2)c([N+](=O)[O-])c1
 : 107, 3, 57, -2.5, -0.8, -1, 0, 4, 11
COc1ccc(/C=C/C(=O)Nc2nc(C)c(C(=O)N(C)C)s2)cc1
 : 108, 0, 0, -3.1, -4.6, -20, -9, 17, 5
CCCOc1ccc(/C=C/C(=O)O)cc1OC
 : 95, 4, 12, -0.6, -0.7, 2, -3, 9, 13
Cc1ccc(S(=O)(=O)NCc2c(-c3ccccc3)noc2C)cc1
 : 94, -17, 33, -2.8, -3.3, -7, 0, 4, 0

Values run as follows: MEKK3 PB1 HTS, pCIP destab, PHOSPHO1 inh, VIM-2 inhibitor, IMP-1 inh, DNA FID counter, IDE cell activ, UBC9 SUMO inh, NS3 helicase inh
COCCCN1Cc2cccc(C(=O)O)c2C1=O
 : 106, -3, -11, ., ., ., 5, 13, .
CCN(CC)CCNc1nc(-c2ccccc2)nnc1C(F)(F)F
 : 104, 0, 22, 0.1, 1.0, 15, -4, 6, -4
Cc1csc(NC(=O)c2ccc(-c3ccc(Cl)cc3Cl)o2)n1
 : 98, -2, -8, 2.1, 0.9, 2, -3, 28, 2
N#Cc1c(N)n(-c2cccc(O)c2)c2nc3ccccc3nc12
 : 101, -7, 29, -1.5, -3.4, -4, -4, 35, -5
CC(NC(=O)c1ccco1)c1ccc2c(c1)OCO2 (stereo not given)
 : 103, -17, -6, 0.3, 0.3, -1, 0, -2, 1
CCCCNC(=O)c1ccc2c(c1)N(CC)C(=O)CS2
 : 104, 12, 10, 0.0, -5.3, -8, 6, -8, -2
CC(CC1C(C#N)=C(N)OC2=C1C(=O)CCC2)c1ccccc1 (stereo not given)
 : 90, -4, 7, 1.0, -3.5, -9, 2, -5, 4
Cc1cc(C(=O)NN=C2C3CC4CC(C3)CC2C4)c2ccccc2n1
 : 103, 6, 3, -0.7, -1.1, -5, 0, -4, 0
CCOc1ccc2nc(NC(=O)Nc3ccccc3)sc2c1
 : 118, -6, -4, -3.5, -0.8, 1, 4, -11, 7
CCOc1ccc(C(=O)N2CCCC2C(=O)O)cc1 (stereo not given)
 : 106, -4, 28, 1.1, -1.8, 2, -2, 20, 9
COc1ccc(N2CCN(CC(=O)NC(=O)NC(C)(C)C)CC2)cc1
 : 84, -10, 11, 0.2, -3.1, -6, 2, 9, -2
CC(NC(=O)COc1ccc(N(C)S(=O)(=O)c2ccccc2)cc1)c1ccccc1 (stereo not given)
 : 110, -7, 32, -3.5, -2.0, -14, 5, 16, -7
COc1cc(C(=O)NC(=S)Nc2ccccc2N2CCCC2)cc(OC)c1OC
 : 93, -8, 8, 5.5, -0.9, -25, 6, 1, -32
O=C(N/N=C/c1c(O)n(-c2ccc(Cl)cn2)c(=O)c2ccccc12)C1CC1
 : 98, -5, -6, -2.3, -1.4, -4, 2, 21, 10
Cc1ccc(C)c(NC(=O)C2Cc3ccccc3CN2C(=O)OCc2ccccc2)c1 (stereo not given)
 : 110, -6, 14, -1.1, -1.0, -26, 3, 11, -3
COC(=O)c1cc(OC)c(OC)cc1NC(=O)c1ccc(Br)o1
 : 96, ., ., -1.4, -3.1, -2, 2, ., 1
COc1ccc(Cc2nc3ccccc3n2CC(=O)N/N=C/c2ccc(C)cc2O)cc1OC
 : 120, -12, -7, -4.8, -3.4, -17, -1, 8, -16
CCOc1ccc(N(CC(=O)Nc2cc(C)ccc2C)S(=O)(=O)c2c(C)[nH]c(=O)[nH]c2=O)cc1
 : 113, -12, 22, -1.4, -2.0, -46, 6, 25, 18
COC(=O)C(C)Oc1ccc2c3c(c(=O)oc2c1)CCCCC3 (stereo not given)
 : 88, -2, 18, 0.1, 0.7, -18, 0, 5, -3
CC(C)CCOC(=O)C[N+](C)(C)CCOC1CC2CCC1(C)C2(C)C (stereo not given)
 : 88, 2, 38, 0.0, -1.4, 23, 3, 6, -40
CCN(CC)S(=O)(=O)c1cccc(-c2nnc(SCc3nc4ccccc4s3)o2)c1
 : 104, -7, -5, 1.7, 3.0, -7, -5, -5, -6
Cc1cc(/C=N/Nc2ccc([N+](=O)[O-])cn2)c(C)n1-c1cccc(C(=O)O)c1
 : 107, -4, 16, -4.7, -2.5, -23, 6, 8, 30
COc1cccc(CN(C)S(=O)(=O)c2cccs2)c1
 : 101, 4, 20, 0.8, -3.0, -9, 3, -21, 5
O=C(NCCc1ccccc1)c1c(F)cccc1F
 : 103, -4, 25, -3.6, -3.4, 12, 2, 8, -2
CC1CCCN(C(=O)CSc2nnc(-c3ccc(O)cc3)o2)C1 (stereo not given)
 : 101, 4, 49, -1.3, -3.3, -23, -3, 14, 1
CO/N=C/C(=N\Nc1ccc(C)cc1)C(=O)c1ccc(OC)cc1
 : 108, 9, -5, -0.5, -4.6, -4, 1, -12, 0
c1ccc(-c2cccs2)nc1
 : 106, -11, 21, -0.6, -4.0, 0, 3, -14, -5
O=S(=O)(NCC1CCN(S(=O)(=O)c2ccccc2)CC1)c1ccccc1
 : 97, -5, 22, -1.8, -4.4, -19, 2, 26, -3
CCCc1[nH]nc2c1C(c1ccc(Br)s1)C(C#N)=C(N)O2 (stereo not given)
 : 94, -3, -4, 8.1*, -3.2, -13, -1, -6, 35
O=C(CSc1nnnn1-c1ccccc1)NCc1ccco1
 : 111, -3, 12, -1.1, -0.1, -18, 0, 15, 5

Some of these compounds in order of their number in pCIP destab, largest number first:
| SMILES | pCIP destab |
| --- | --- |
| CO/N=C/C(=N\Nc1ccc(C)cc1)C(=O)c1ccc(OC)cc1 | 9 |
| CC(C)CCOC(=O)C[N+](C)(C)CCOC1CC2CCC1(C)C2(C)C (stereo not given) | 2 |
| Cc1ccc(C)c(NC(=O)C2Cc3ccccc3CN2C(=O)OCc2ccccc2)c1 (stereo not given) | -6 |

The listing continues:
Values run as follows: MEKK3 PB1 HTS, pCIP destab, PHOSPHO1 inh, VIM-2 inhibitor, IMP-1 inh, DNA FID counter, IDE cell activ, UBC9 SUMO inh, NS3 helicase inh
Cc1ccc2cccc(NC(=S)NC(=O)c3ccccc3)c2n1
 : 93, 3, -27, -2.2, -2.7, -6, -4, -15, -7
COc1cc(/C=N/N2CCN(c3ccc(Cl)cc3)CC2)cc(OC)c1OC(C)=O
 : 103, 7, 13, -0.3, -0.4, -37, -14, -23, 28
O=C(CCC(=O)NNC(=O)c1ccc([N+](=O)[O-])cc1)NCc1ccccc1
 : 106, -21, 34, -3.4, -1.8, 1, -3, 13, 9
S=C(NCCc1ccncc1)Nc1ccccc1
 : 96, -3, 44, -0.1, -1.1, 0, 1, 10, -7
O=C(NC(=S)NCCN1CCOCC1)c1ccccc1Br
 : 90, -5, -2, -2.2, -2.9, -2, -4, 7, 6
COC(=O)COc1ccc(C2Nc3c(Cl)ccc(C(=O)O)c3C3C=CCC32)cc1 (stereo not given)
 : 94, -13, -35, -2.5, 12*, -16, 4, 24, 23
Cc1ccc(-c2c[n+](=O)c3c(n2[O-])CCC3)cc1
 : 89, 3, 41, 0.0, -0.9, -3, 2, 18, -1
Cc1cc(=O)[nH]c2c1c(-c1ccccc1)nn2C
 : 98, 1, 25, 0.7, -1.4, -3, 3, 15, -2
